# Mtb BioA inh = M. tuberculosis BioA enzyme inhibitors, primary screen, biochemical, plate reader, single point, HTS | 7,8-diaminopelargonic acid synthase BioA (Mycobacterium tuberculosis) | purified M. tuberculosis BioA enzyme | inhibition, % at 9.99 µM | 0.096% of 360,000 active | AID 602481, 2012; in the data active = inhibition above about 40%; inconclusive = no clear call, values can overlap the other calls
# FadD28 FP inh = inhibitors of FadD28 bisubstrate probe binding, primary screen, biochemical, fluorescence polarization, single point; 0.22% of 360,000 active; inhibition, % at 12.5 µM; Mycobacterium tuberculosis FadD28 fatty-acid-AMP ligase; AID 588549, 2011; in the data active = inhibition above about 8.5%, passing the limit was not always enough; inconclusive = no clear call, values can overlap the other calls
# Anthrax LF prot = Bacillus anthracis LF protease inhibitors, primary screen, biochemical, multiplex microsphere, MLPCN library. inhibition, % at 10 µM. multiplex microsphere protease cleavage assay. Lethal factor (Bacillus anthracis), P15917. 0.12% of 360,000 active; also: plate controls were buffer without enzyme for full effect and enzyme alone for no effect
# UGM FP inh = M. tuberculosis UGM enzyme inhibitors, primary screen, biochemical, fluorescence polarization, single point; inhibition, % at 10 µM; purified UGM, fluorescence polarization probe displacement; UDP-galactopyranose mutase (Mycobacterium tuberculosis (strain ATCC 25618 / H37Rv)), …; 0.06% of 320,000 active; AID 504406, 2011; in the data active = inhibition above about 10%, passing the limit was not always enough; inconclusive = no clear call, values can overlap the other calls
# Target sequence (P9WIQ1 whole entry, looked up): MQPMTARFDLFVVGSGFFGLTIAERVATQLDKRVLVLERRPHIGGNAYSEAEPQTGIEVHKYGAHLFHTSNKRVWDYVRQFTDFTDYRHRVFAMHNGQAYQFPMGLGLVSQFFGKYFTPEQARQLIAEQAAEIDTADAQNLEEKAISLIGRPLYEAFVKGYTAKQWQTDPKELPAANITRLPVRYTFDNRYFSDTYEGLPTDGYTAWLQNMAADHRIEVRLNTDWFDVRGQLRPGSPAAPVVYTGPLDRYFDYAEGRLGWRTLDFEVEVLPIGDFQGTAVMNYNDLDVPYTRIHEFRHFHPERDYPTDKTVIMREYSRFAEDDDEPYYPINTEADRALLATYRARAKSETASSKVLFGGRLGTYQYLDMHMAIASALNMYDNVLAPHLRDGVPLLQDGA
# BoNT F protease = BoNT/F light chain protease inhibitors, primary screen, biochemical, flow cytometry, MLPCN library; Botulinum neurotoxin type F light chain protease (Clostridium botulinum); Multiplex microsphere protease cleavage assay; inhibition, % at 10 µM; 0.22% of 360,000 active; in the data active = inhibition above about 35%, passing the limit was not always enough; inconclusive = no clear call, values can overlap the other calls; also: plate controls were buffer without enzyme for full effect and enzyme alone for no effect
# GDH-TPI counter = GDH-TPI coupling enzyme inhibitors, primary screen, artefact control for M. tuberculosis FBA inhibitor project, biochemical, absorbance, full deck; GDH-TPI coupled enzyme counterscreen, NADH absorbance; AID 588335, 2011; inhibition, % at 4.8 µM; 1.2% of 360,000 active; in the data active = inhibition above about 30%;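 also: 0% = DMSO wells and 100% = wells lacking the enzyme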
# BoNT-A LC inh2 = BoNT/A light chain protease inhibitors, primary screen, biochemical, flow cytometry, MLPCN library. Botulinum neurotoxin type A light chain protease (Clostridium botulinum A str. ATCC 3502). multiplex microsphere protease substrate cleavage. inhibition, % at 10 µM. 0.17% of 360,000 active. AID 588499, 2011; also: plate controls were buffer without enzyme for full effect and enzyme alone for no effect
# PfHsp40 rescue = rescue of yeast from PfHsp40 toxicity, primary screen, S. cerevisiae, ATP luminescence; S. cerevisiae expressing PfHsp40, growth rescue; growth rescue, % at 12.5 µM; 0.68% of 340,000 active; AID 504582, 2011; in the data active = growth rescue above about 28%, passing the limit was not always enough; inconclusive = no clear call, values can overlap the other calls;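 also: yeast W303a lacking pdr1 and pdr3 grown in galactose medium; growth measured after three days at 30 °C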
# FBA Mtb inh = Mtb FBA enzyme inhibitors, primary screen, biochemical, fluorescence, strain H37Rv; Fructose-bisphosphate aldolase (Mycobacterium tuberculosis (strain ATCC 25618 / H37Rv)), …; AID 588726, 2011; purified M. tuberculosis FBA, fluorescence read-out; 2.3% of 360,000 active; inhibition, % at 1 µM; in the data active = inhibition above about 27%;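 also: 0% = vehicle and 100% = reference inhibitor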
# Target sequence (P9WQA3 whole entry, looked up): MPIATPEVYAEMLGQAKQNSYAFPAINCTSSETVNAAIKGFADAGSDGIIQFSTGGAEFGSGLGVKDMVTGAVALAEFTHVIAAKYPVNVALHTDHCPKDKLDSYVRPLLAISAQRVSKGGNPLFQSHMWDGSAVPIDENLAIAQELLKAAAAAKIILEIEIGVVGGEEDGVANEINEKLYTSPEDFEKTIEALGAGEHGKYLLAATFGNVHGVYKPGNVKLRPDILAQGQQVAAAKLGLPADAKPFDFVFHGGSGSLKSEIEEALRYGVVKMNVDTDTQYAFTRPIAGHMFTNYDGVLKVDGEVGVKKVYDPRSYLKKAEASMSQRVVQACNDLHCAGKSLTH
# * = called active by the depositor; ? = inconclusive; · = no result given. Rule as the data show it, unless noted: active = inhibition above about 30%; inconclusive = no clear call, values can overlap the other calls; inactive = below that.
SMILES,Mtb BioA inh,FadD28 FP inh,Anthrax LF prot,UGM FP inh,BoNT F protease,GDH-TPI counter,BoNT-A LC inh2,PfHsp40 rescue,FBA Mtb inh
N#Cc1nc(-c2cccs2)oc1NCc1ccccc1Cl,-0.4,-1.7,-3,0.0,-3,25,0.1,-0.2,158*
C/C(=N\N1CCN(c2ccc(Cl)cc2)CC1)c1cccc([N+](=O)[O-])c1,-1.1,-0.5,-3,-2.7,-9,-1,-1.8,0.7,2
CCOc1cc(N2CCOCC2)c(OCC)cc1NC(=O)Cn1cnc2c(=O)n(C)c(=O)n(C)c21,·,-2.9,0,0.7,1,-3,-0.8,-0.4,-2
CCOC(=O)c1nncc(-c2ccccc2)n1,-0.1,0.3,0,-0.8,-3,4,-0.2,-1.4,-1
CCOc1ccc(N(CC(=O)Nc2c(C)n(C)n(-c3ccccc3)c2=O)S(=O)(=O)c2ccc(F)cc2)cc1,-1.0,0.3,1,-0.3,9,7,3.9,1.8,1
Cn1c(Nc2ccccc2)cc(=O)n(C)c1=O,1.9,-5.3,1,-1.0,35*,1,-0.9,-1.1,2
Oc1ccc(C(=S)N2CCN(c3cccc(Cl)c3)CC2)cc1,·,-1.9,-2,-5.4,3,5,-1.1,-1.0,-2
CCN1CCN(c2nc(Nc3ccccc3F)nc(N)c2[N+](=O)[O-])CC1,-2.1,-1.0,·,-3.3,·,21,·,-1.7,-2
CCOC(=O)c1cc(NC(=O)Nc2ccc(OC)c(OC)c2)c(C)nc1C,-3.7,-2.5,-1,-2.3,-19,-2,0.8,-0.1,-1
Cc1ccc(S(=O)(=O)N2CCC(C(=O)OCC(=O)N3CCC(C)CC3)CC2)cc1C,-0.7,-1.5,-4,-0.6,-3,4,2.5,0.2,-1
CC(C)(C)OC(=O)N1CCC(C(=O)Nc2ccc(C(=O)NCc3ccccc3)cc2)CC1,-0.8,0.7,-5,·,1,6,-0.1,1.4,-1
C[C@H](NC(=O)[C@@H]1CSC2c3ccccc3C(=O)N21)C(=O)NCc1c(F)cccc1Cl (stereo partly specified),-4.2,-0.2,-1,3.7,-3,1,-0.1,-0.2,4
O=C(Cc1noc2ccccc12)Nc1ccc(Cl)cc1,0.0,-5.6,-4,-0.7,2,6,0.2,0.1,1
O=C(CS(=O)(=O)c1ccccc1)c1cc2cc(F)ccc2oc1=O,0.3,-2.0,-1,2.3,-4,-6,-0.1,-0.5,62*
COc1cccc(OCC(O)CN2CCN(c3ccc(F)cc3)CC2)c1 (stereo unspecified),23,·,-11,0.4,-18,3,-1.9,3.2,1
COc1cccc(NC(=O)Nn2cnnc2)c1,-1.9,0.6,3,-3.2,-2,12,0.4,0.6,5
CCOC(=O)c1ccc(NC(=O)NS(=O)(=O)c2ccc(C)cc2)cc1,-0.4,-3.1,-2,1.3,3,1,-0.1,0.7,2
CC(=O)NC(CC(=O)Nc1ccc(S(=O)(=O)N2CCCCC2)cc1)c1ccccc1 (stereo unspecified),-1.3,-3.2,-5,-3.5,2,-3,0.3,-0.4,-1
CC(C)Sc1ccc(C(=O)Nc2ccc(F)cc2F)cn1,·,0.4,4,-2.0,-1,8,0.4,-0.6,-2
COc1ccc(N2CCN(C(=O)c3ccc(F)cc3)CC2)c([N+](=O)[O-])c1,·,-4.0,2,-0.9,-1,-7,0.0,11,0
CC(Oc1ccc(Cl)cc1Cl)C(=O)Nc1ccncc1 (stereo unspecified),7.9,-2.2,-2,-2.1,7,0,1.0,2.0,-1
CCc1nc(SCc2cccnc2)c2c(=O)n(C)c(=O)n(C)c2n1,1.4,3.3,4,0.8,0,-2,0.1,0.6,3
COc1ccc(C(=O)NCCCn2ccnc2)cc1,2.6,-3.0,-5,-2.4,?,-10,0.2,0.7,-7
Cc1nc2sccn2c(=O)c1Br,·,-0.9,-1,1.7,-8,11,-0.3,-0.5,1
CCCCCCC(=O)Nc1c(O)c2ccccc2[nH]c1=O,·,0.6,-1,-2.1,-12,6,0.5,-0.1,-5
# The list goes on.
SMILES,Mtb BioA inh,FadD28 FP inh,Anthrax LF prot,UGM FP inh,BoNT F protease,GDH-TPI counter,BoNT-A LC inh2,PfHsp40 rescue,FBA Mtb inh
CCOc1ccc(CN2CCNC(=O)C2CC(=O)NCc2cc(C)n(C)n2)cc1 (stereo unspecified),-0.4,-0.7,0,3.9,-5,1,-3.1,-0.9,5
COc1cc(OC)c(NC(=O)CCCn2c(=O)oc3ccccc32)cc1Cl,·,-1.1,1,1.7,-7,-1,-0.1,1.9,2
Cc1ccc(S(=O)(=O)/N=C2/C=C(Sc3ncn[nH]3)C(=O)c3ccccc32)cc1,-1.4,1.9,-9,3.5,5,11,0.5,119*,-3
CC(C)[C@H](NC(=O)NCCC1=CCCCC1)C(=O)O,0.0,-1.1,-1,-4.0,-8,10,-1.6,-0.6,1
CC1CNC(=S)N(c2ccc(F)cc2)C1=O (stereo unspecified),·,-0.7,-6,·,0,3,0.0,1.4,-3
Cc1cc(C)c(NC(=S)N2CCCC2C(=O)O)c(C)c1 (stereo unspecified),·,0.0,2,0.5,-2,3,-0.6,-0.9,1
O=C(NCc1ccccc1F)c1ccc2c(c1)OCCO2,0.7,-1.6,2,3.9,2,1,1.1,-0.3,1
CCOC(=O)CN1C(=O)N[C@@H](c2cccc(C(F)(F)F)c2)C(C(C)=O)=C1C,3.4,-1.1,-6,-1.8,-5,11,-0.1,0.4,0
CCN(CC(=O)NCCc1ccccc1)S(=O)(=O)c1ccc(Br)cc1,0.5,-1.4,-1,1.2,4,1,-0.3,19,1
CCOC(=O)N1CCN(C(=O)c2cc(C)c3c(C)nn(-c4ccccc4)c3n2)CC1,5.7,-1.2,1,1.3,-1,2,-0.9,0.3,66*
Cc1cccc(OCCn2nnc3ccccc32)c1C,-0.3,-2.1,·,0.2,·,15,·,2.8,2
COC(=O)C(NNc1ccccc1C)(NC(=O)c1ccc(F)cc1)C(F)(F)F (stereo unspecified),-0.5,-2.5,7,1.2,10,3,3.4,0.2,19
O=C(CSc1ccccn1)N/N=C/C=C/c1ccccc1,·,-3.0,-1,0.9,-15,16,-2.7,-0.7,-4
CCOc1ccc(NC(=S)N(CCN2CCOCC2)Cc2ccc3c(c2)CCCN3CC)cc1,-1.2,-1.3,-16,4.7,-23,5,1.9,0.3,3
COc1ccc(S(=O)(=O)N2CCC(C(=O)NCc3ccccn3)CC2)cc1OC,1.6,1.2,5,-0.4,-7,0,0.0,-0.1,5
Cc1cc(/C=C2\SC(=S)N(Cc3ccco3)C2=O)c(C)n1-c1ccccc1,·,-1.8,13,1.5,3,6,17,0.0,-15
CCOc1ccccc1NC(=O)N1CCN(S(C)(=O)=O)CC1,·,-0.6,0,0.4,-6,4,-1.1,0.4,4
Cc1ccc(CNC(=O)c2ccc(N3CCC4(CC3)CC(c3cccc(Br)c3)=NO4)c(N)c2)cc1,-0.5,-2.6,-4,-3.9,-5,3,-0.8,-2.1,10
CCCCNC(=O)C(NC(=O)c1cccc(C(F)(F)F)c1)C(=O)c1ccccc1 (stereo unspecified),0.4,-0.6,-4,·,-8,·,-0.5,·,-1
Cc1cc(N2C(=O)C(O)=C(C(=O)c3ccco3)C2c2cccc(O)c2)no1 (stereo unspecified),-0.8,-0.2,-1,-0.1,1,19,0.5,0.3,-1
Cn1c(C(=O)N2CCN(c3ccc(Cl)cc3)CC2)cc2c(=O)[nH]c3ccccc3c21,·,-1.5,0,0.1,3,-4,1.0,-0.3,1
Cc1csc(NC(=O)CSc2nc(C)cs2)n1,0.3,-0.4,-6,0.1,-3,9,0.6,0.0,6
CC(=O)c1ccc(NC2OC(C)C(O)C(O)C2O)cc1 (stereo unspecified),1.7,-3.1,-8,2.9,-7,10,-1.9,-0.6,1
O=C(COc1ccc2c(c1)CCC2)NCc1ccccc1,·,-0.2,-3,-0.4,-10,10,-1.5,0.8,0
CCN(CC)C(=O)COc1ccc(S(=O)(=O)N2CCOCC2)cc1,-2.1,1.1,0,-0.7,3,-1,0.4,0.5,1
# Next structures
SMILES,Mtb BioA inh,FadD28 FP inh,Anthrax LF prot,UGM FP inh,BoNT F protease,GDH-TPI counter,BoNT-A LC inh2,PfHsp40 rescue,FBA Mtb inh
CCOc1cc(CNCc2cccnc2)ccc1OCC(=O)NC(C)(C)C,1.3,-2.8,-4,3.5,-2,-1,-0.5,-0.9,-2
Cc1ccccc1C(=O)Nc1nnc(-c2ccc(C(C)(C)C)cc2)s1,-0.2,-4.7,0,3.9,-1,-3,-0.1,-1.7,-3
O=C1NC[C@H](c2ccccc2)OC(=O)[C@@H](Cc2ccc(F)cc2)C/C=C\C[C@H]1CC(=O)N(CCO)Cc1ccccc1,-2.0,-19,0,2.2,0,5,0.1,0.2,0
CC(C)(C)NC(=O)c1c(F)c(F)c(F)c(F)c1F,·,-0.3,0,4.5,-4,0,0.9,-1.7,3
Cn1cc(CNC(=O)c2cc(-c3ccc(Br)cc3)nc3ccccc23)cn1,-1.5,-3.4,-7,-0.8,-2,9,-0.3,-0.2,2
O=S(=O)(NCC(c1ccco1)N1CCN(c2ccccc2F)CC1)c1ccccc1 (stereo unspecified),·,-2.1,0,-1.7,0,-3,-0.2,-0.8,-8
O=C(Nc1cc(S(=O)(=O)N2CCOCC2)ccc1O)c1ccco1,-0.3,-1.8,-2,0.0,9,21,0.0,0.2,1
O=C(Nc1nc(N2C(=O)c3ccccc3C2=O)n(-c2ccccc2)n1)c1ccc(F)cc1,-2.2,-3.1,0,3.7,3,16,-1.2,-0.8,3
O=C(NC(=S)Nc1nc(-c2ccccc2)cs1)c1cncc(Br)c1,-0.9,-3.7,-1,-0.1,-2,8,0.3,-0.9,-4
O=C(NC1CCN(Cc2ccc(Cl)cc2)CC1)c1cn(-c2ccccc2)nc1-c1cccnc1,-2.3,-2.7,-9,0.3,7,6,-0.2,2.0,1
CCCS(=O)(=O)N1CCCC(C(=O)Oc2ccc(OC)cc2)C1 (stereo unspecified),1.2,-4.4,-2,-1.5,14,-4,4.0,-0.4,3
COc1ccc([C@@H]2[C@@H]3C(=O)N(C(C)(C)C)C(=O)[C@@H]3[C@]3(C)C(=O)N(c4cccc(C)c4)C(=O)N23)cc1,-1.6,-2.4,-5,-1.2,-3,4,0.3,0.2,-2
CC(=O)c1ccc(NC(=O)Cn2nc(C)c([N+](=O)[O-])c2C)cc1,2.7,-2.5,-4,-0.1,-9,2,-0.1,0.3,5
O=S(c1ccsc1)c1ccsc1,0.8,-0.7,2,1.4,-4,-1,0.3,-0.2,-3
Cc1oc(-c2ccc(Cl)cc2)cc1C(=O)N1CCC1(C)C(=O)O (stereo unspecified),0.2,0.3,0,·,-3,7,-0.3,·,-3

# Sorted by count of non-hydrogen atoms (falling): part of the list above
SMILES,Mtb BioA inh,FadD28 FP inh,Anthrax LF prot,UGM FP inh,BoNT F protease,GDH-TPI counter,BoNT-A LC inh2,PfHsp40 rescue,FBA Mtb inh
COc1ccc([C@@H]2[C@@H]3C(=O)N(C(C)(C)C)C(=O)[C@@H]3[C@]3(C)C(=O)N(c4cccc(C)c4)C(=O)N23)cc1,-1.6,-2.4,-5,-1.2,-3,4,0.3,0.2,-2
O=C(NC1CCN(Cc2ccc(Cl)cc2)CC1)c1cn(-c2ccccc2)nc1-c1cccnc1,-2.3,-2.7,-9,0.3,7,6,-0.2,2.0,1
O=C(Nc1cc(S(=O)(=O)N2CCOCC2)ccc1O)c1ccco1,-0.3,-1.8,-2,0.0,9,21,0.0,0.2,1
CC(C)(C)NC(=O)c1c(F)c(F)c(F)c(F)c1F,·,-0.3,0,4.5,-4,0,0.9,-1.7,3

# Bioassay records: PubChem, several laboratories
